Source: PubChem (several laboratories)
DNMT1 block = DNMT1 (human) enzyme inhibition; P26358; DNMT1 molecular beacon, Hinp1I cleavage, fluorescence; inhibition (reported as % activation of signal), % at 10 µM; actives 0.83% (n = 360,000); AID 588458; in the data active means inhibition above about 50%
Target sequence (P26358 504-1616 limits assumed): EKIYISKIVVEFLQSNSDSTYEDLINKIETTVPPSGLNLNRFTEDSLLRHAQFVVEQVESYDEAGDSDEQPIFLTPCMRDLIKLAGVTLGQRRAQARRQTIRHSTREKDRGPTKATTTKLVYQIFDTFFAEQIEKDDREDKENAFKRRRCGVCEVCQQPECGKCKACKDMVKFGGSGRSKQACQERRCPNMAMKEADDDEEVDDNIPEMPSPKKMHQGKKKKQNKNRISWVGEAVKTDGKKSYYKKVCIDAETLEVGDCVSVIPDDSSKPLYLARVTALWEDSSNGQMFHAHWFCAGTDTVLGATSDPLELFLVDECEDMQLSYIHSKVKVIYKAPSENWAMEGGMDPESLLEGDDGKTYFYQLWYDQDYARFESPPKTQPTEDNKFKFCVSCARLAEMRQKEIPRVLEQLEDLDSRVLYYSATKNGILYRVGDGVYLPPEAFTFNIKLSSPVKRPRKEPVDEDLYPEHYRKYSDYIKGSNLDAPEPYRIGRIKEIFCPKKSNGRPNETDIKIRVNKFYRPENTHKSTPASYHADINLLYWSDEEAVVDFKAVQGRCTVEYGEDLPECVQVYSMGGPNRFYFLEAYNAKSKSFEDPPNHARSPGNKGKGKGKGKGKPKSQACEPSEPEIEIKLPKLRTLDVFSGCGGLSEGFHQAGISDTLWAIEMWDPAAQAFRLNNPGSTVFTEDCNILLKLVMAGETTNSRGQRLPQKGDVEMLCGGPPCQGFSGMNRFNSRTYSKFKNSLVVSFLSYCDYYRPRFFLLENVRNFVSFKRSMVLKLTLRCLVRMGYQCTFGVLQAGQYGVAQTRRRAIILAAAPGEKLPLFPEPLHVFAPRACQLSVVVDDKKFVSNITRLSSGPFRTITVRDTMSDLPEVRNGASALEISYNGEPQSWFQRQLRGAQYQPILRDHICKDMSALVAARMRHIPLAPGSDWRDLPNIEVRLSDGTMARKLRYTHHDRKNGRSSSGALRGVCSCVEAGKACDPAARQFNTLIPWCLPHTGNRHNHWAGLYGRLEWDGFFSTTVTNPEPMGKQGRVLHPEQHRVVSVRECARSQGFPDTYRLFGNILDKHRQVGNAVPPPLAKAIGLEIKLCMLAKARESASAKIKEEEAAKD
Scp1 inh = inhibitors of human Scp-1 phosphatase; AID 493091; actives 0.88% (n = 340,000); inhibition, % at 20 µM; Recombinant Scp1, phosphopeptide, malachite green phosphate absorbance;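 active means inhibition above about 50% at 20 µM, limit read from the data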;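 further: plate controls were DMSO wells with enzyme for no effect and wells lacking enzyme for full effect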
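Test system – truncated SCP-1 phosphatase (76-261aa) · Reagent – Phosphorylated 17-residue peptide substrate · Incubation – 45 min room-temperature reaction, 5 min colour, 30 min stabiliser · Detection – colorimetric phosphate reagent with accelerator and stabiliser, absorbance at 630 nm · Measure – % inhibition at 20 µM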
MsrA inhibitor = inhibitors of bovine MsrA | purified bovine MsrA, absorbance read-out | inhibition, % at 15.5 µM | actives 0.75% (n = 360,000); in the data active means inhibition above about 4.5%;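 further: 0% = vehicle wells with enzyme and 100% = reference inhibitor wells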
CSN deneddyl inh = blocks human CSN-mediated cullin deneddylation; Purified CSN, SCF-Nedd8-OG deneddylation, fluorescence polarization; inhibition, % at 12.5 µM; Q92905; actives 0.38% (n = 360,000);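 active means pattern-corrected inhibition above about 35%, with an unprinted fluorescence ratio check between 0.5 and 1.5, limit read from the data, passing the limit was not always enough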;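 further: 0% = enzyme with substrate and 100% = substrate without enzyme; some results filed as inactive read as strong as hits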
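test system = HEK293T-derived human Csn5 enzyme | amount = 0.24 nM Csn5 enzyme, final concentration | medium = Tris/NaCl/DTT buffer, pH 7.5 | schedule = 90 min reaction at room temperature | signal = FP | evaluation = inhibition of Csn5 cleavage, % | compound dosing = single dose of 12.5 µM compound with 0.25% DMSO | probe or stimulus = 10 nM SCFSkp2-Nedd8OG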
Rpn11 block = inhibitors of human proteasome Rpn11; AID 588493; human 26S proteasome, Ub4-pepOG fluorescence polarization; 20S core pre-blocked with epoxomicin; actives 0.59% (n = 360,000); O00487; calls only at 20 µM;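 active means inhibition at 20 µM, scaled to each plate's controls, above about 33%, limit read from the data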
NadD block = NadD (S. aureus) enzyme inhibition; inhibition, % at 20 µM; actives 0.78% (n = 360,000); purified NadD enzyme, colorimetric absorbance read-out; in the data active means inhibition above about 26%; further: some compounds past the cut are filed as inactive
SUMO1 PPI mod = modulators of human SUMO1-mediated protein-protein interactions; actives 0.33% (n = 360,000); SUMO1 binding to a labelled peptide, TR-FRET, 1 h; inhibition, % at 20 µM; P63165; in the data active means inhibition above about 37%
LMPTP inh = LMPTP (human) inhibition; P24666; recombinant LMPTP-A, OMFP fluorogenic substrate, fluorescence intensity; inhibition, % at 20 µM; actives 0.22% (n = 360,000); AID 651560;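 active means compounds that cut the enzyme signal by at least half of the control window in the single-dose screen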;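 further: plate controls were DMSO wells with enzyme plus substrate for no effect and substrate without enzyme for full effect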
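material = LMPTP-A | quantity = 0.625 nM enzyme | reagent = OMFP substrate, 400 µM final | buffer or medium = Bis-Tris pH 6.0, DTT, detergent | detection = endpoint fluorescence intensity from OMFP dephosphorylation | dosing = single 20 µM dose | read-out basis = % inhibition relative to no-enzyme and uninhibited control wells | control set = no-enzyme and uninhibited controls | timing = 50 min at room temperature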
Tb MetRS inh = Trypanosoma brucei MetRS inhibition; purified T. brucei MetRS, ATP depletion, Kinase-Glo luminescence; inhibition, % at 11.9 µM; actives 0.4% (n = 360,000); AID 624268;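 active means inhibition above a per-plate cutoff of the control wells' mean inhibition plus 3 SD, cut at about 5.5% in these data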;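 further: 0% = DMSO wells median and 100% = median of wells with control inhibitor compound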
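Test system – parasite MetRS enzyme · Reagent – substrates ATP, L-methionine and bulk Escherichia coli tRNA · Doses – 11.9 µM compound single dose, 0.9% DMSO · Times – 15 min enzyme-compound preincubation, 2 h reaction, 10 min detection, 25 °C · Signal – Kinase-Glo luminescence, ATP depletion format · Controls – DMSO-only wells as low control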
STEP block = inhibitors of human striatal-enriched phosphatase STEP | P54829 | recombinant STEP, OMFP fluorogenic substrate, fluorescence | inhibition, % at 20 µM | actives 0.25% (n = 360,000) | AID 588621;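 active means inhibition at 20 µM, scaled per plate between control wells, above about 37%, limit read from the data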;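 further: 0% = DMSO with enzyme and substrate and 100% = substrate only without enzyme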
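Also added – OMFP at 25 µM · Test system – STEP tyrosine phosphatase · Technique – FITC-channel fluorescence of OMFP product · Schedule – 20 min at room temperature, dark · Evaluation – control-normalized % inhibition with plate pattern correction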
An asterisk follows results filed as active; i = inactive; . = not tested or not shown.

item	SMILES	DNMT1 block	Scp1 inh	MsrA inhibitor	CSN deneddyl inh	Rpn11 block
1	O=S(=O)(NC1=NCCCCC1)c1cccs1	-1	-4	-1.7	1	i
2	O=C(COC(=O)c1ccc(CO)cc1)NCc1cccs1	3	-9	-1.1	-7	i
3	COc1ccc(C(=O)Nc2ccccc2-c2nnn(CC(=O)Nc3ccc4c(c3)OCCO4)n2)cc1	-1	0	0.4	3	i
4	CCOCCOC(=O)NCCCCCCNC(=O)OCCOCC	1	-5	0.4	-3	i
5	Cc1cc(NS(=O)(=O)c2ccc(NC(=O)Nc3cccc(Cl)c3)cc2)no1	-2	-13	-0.8	2	i
6	CC/C(=N\NC(=O)c1nnn(-c2nonc2N)c1-c1ccc2c(c1)OCO2)c1ccccc1	14	-5	-0.3	0	i
7	CN1CCN(C(=O)c2cc3c(n(-c4ccccc4)c2=O)CC(C)(C)CC3=O)CC1	4	2	-0.5	0	i
8	C=C1C(C(=O)N2CCOCC2)C1C(=O)N1CCOCC1 (stereo not drawn)	4	-9	-1.3	-6	i
9	OC(c1ccccc1)(c1nc(-c2cccc(F)c2)cs1)C(F)(F)F (stereo not drawn)	-1	.	-1.2	-2	i
10	COc1ccccc1C(=O)NCC(=O)OC(C)C(=O)NC(=O)NC1CCCCC1 (stereo not drawn)	1	-3	0.5	-8	i
11	Cc1c(CC(=O)N2CCC(C(N)=O)CC2)c(=O)oc2cc3c(cc12)CCC1(CCCCC1)O3	2	-7	1.5	-7	i
12	N#CC1=C(N)Oc2cc(O)ccc2C1C1CCCCC1 (stereo not drawn)	-5	-14	1.0	-3	i

item	NadD block	SUMO1 PPI mod	LMPTP inh	Tb MetRS inh	STEP block
1	1	-1	-0.3	-0.2	-3
2	-5	-3	-1.1	0.7	-2
3	0	-1	-0.3	-0.1	-1
4	-7	1	0.6	-0.2	0
5	-4	12	1.1	4.2	-2
6	-7	-1	0.2	-0.2	-3
7	-9	12	-1.0	-1.0	0
8	2	-2	-1.6	-0.1	-4
9	-7	0	3.8	-0.1	-3
10	0	-4	-2.4	-1.5	1
11	-1	6	1.3	0.5	0
12	0	0	2.5	-0.1	-4

(next part)
item	SMILES	DNMT1 block	Scp1 inh	MsrA inhibitor	CSN deneddyl inh	Rpn11 block
13	CCOC(=O)N1CCN(C(=O)CN(C)S(=O)(=O)c2ccc(OCC)cc2)CC1	4	8	0.5	0	i
14	CC1CN(S(=O)(=O)c2cccc(C(=O)NCc3ccco3)c2)CC(C)O1 (stereo not drawn)	7	7	1.3	3	i
15	COc1ccc(/C=C(\C#N)C(=O)Nc2cc(S(=O)(=O)N3CCCCC3)ccc2N2CCCCC2)cc1	-4	-10	0.1	-4	i
16	Cc1cccc(C2c3[nH]c4ccccc4c3CCN2C(=O)c2noc3c2CCCC3)n1 (stereo not drawn)	-14	2	0.0	10	i
17	Cc1ccc(C(=O)NCCSCc2ccccc2)cc1[N+](=O)[O-]	-3	-8	0.3	3	i
18	O=C(CCCC(=O)N(CC(=O)NC1CCCCC1)c1ccc(F)cc1)Nc1ccccn1	4	1	-0.4	-4	i
19	CCOC(=O)c1c(C)[nH]c(C)c1C(=O)CN1C(=O)NC2(CCC(C)CC2)C1=O (stereo not drawn)	-1	-2	-1.4	6	i
20	Nc1nc(Nc2ccccc2)nc(NCc2ccccc2)c1[N+](=O)[O-]	-5	-4	0.8	-1	i
21	COc1ccc(C(=O)NCc2nnc(SCC(=O)Nc3cc(C)on3)o2)cc1OC	0	-5	0.0	5	i
22	CCOC(=O)c1cc(-c2ccc(OC(F)F)cc2)nc2nc(SC)[nH]c(=O)c12	-1	-10	2.5	-3	i
23	Cc1csc(CN(C)C(=O)CC2C(=O)NCCN2Cc2ccc(-c3ccccc3)cc2)n1 (stereo not drawn)	-8	7	1.4	-3	i
24	COc1ccccc1N1C(=NC(=O)CCC2CCCC2)SC2CS(=O)(=O)CC21 (stereo not drawn)	1	-8	0.4	1	i

item	NadD block	SUMO1 PPI mod	LMPTP inh	Tb MetRS inh	STEP block
13	3	-4	2.5	-0.8	-1
14	-20	1	0.5	0.4	0
15	6	2	1.8	0.8	2
16	11	-4	5.1	0.5	-1
17	-1	-5	0.3	0.2	-3
18	1	-2	-0.9	-0.9	-1
19	-6	-2	-0.7	-2.0	-2
20	-6	-11	4.5	0.0	2
21	-1	-2	-1.1	-1.0	0
22	-4	-1	-0.7	-0.5	-4
23	8	1	-0.1	-0.2	3
24	2	-4	-0.2	0.2	-3

The list goes on:
item	SMILES	DNMT1 block	Scp1 inh	MsrA inhibitor	CSN deneddyl inh	Rpn11 block
25	O=C(CN1CCCC1)Nc1ccc([N+](=O)[O-])cc1Cl	-1	-12	0.3	0	i
26	CCCCn1c(N)c(N(CCOC)C(=O)c2ccc(N3C(=O)CCC3=O)cc2)c(=O)[nH]c1=O	2	-6	-0.9	-2	i
27	COC(=O)c1ccccc1NC(=O)N1c2ccccc2CC1C (stereo not drawn)	-7	5	0.2	2	i
28	Cc1cccc2sc(NC(=O)c3cc(S(=O)(=O)N(C)C)ccc3N3CCCC3)nc12	-10	6	1.6	-4	i
29	CC1C(C#N)=C(N)OC2=C1C(=O)CC(C)(C)C2 (stereo not drawn)	-2	-2	0.1	0	i
30	CC(=O)Nc1ccc(NC(=O)C(C)OC(=O)C2CCN(S(=O)(=O)c3ccc4c(c3)OCCO4)CC2)cc1 (stereo not drawn)	3	-4	0.3	-2	i
31	CCOC(=O)c1ccc(N2C(=O)c3n[nH]c(C)c3C2c2ccccc2)cc1 (stereo not drawn)	0	-6	-0.3	-7	i
32	CCCCCc1cc(OC)cc2c1C(=O)OC(C)(C)O2	9	-9	1.9	0	i
33	CN(C)C(=O)CN1C(=O)C2CCCCN2C(=O)c2ccccc21 (stereo not drawn)	2	6	1.0	1	i
34	CCCc1c(C(=O)N/N=C/c2ccccc2C(F)(F)F)nnn1-c1nonc1N	0	-6	-0.3	-3	i
35	Cc1nn(-c2nc3ccccc3[nH]2)c(N)c1-c1ccccc1	-2	-6	-0.4	-2	i
36	Cc1ccc2c(c1)N(C(=O)CCC(=O)NCCCN1CCN(C)CC1)CC(C)O2 (stereo not drawn)	4	4	-0.1	-3	i

item	NadD block	SUMO1 PPI mod	LMPTP inh	Tb MetRS inh	STEP block
25	0	-20	-1.8	-0.3	2
26	-5	0	-1.2	-0.3	-1
27	0	-5	2.7	-0.7	1
28	17	30	1.5	-0.3	2
29	-5	-1	-1.2	-0.4	-1
30	0	0	-0.8	-0.3	0
31	0	-2	0.6	-1.6	4
32	-2	1	3.8	-0.5	2
33	-6	-5	0.1	-1.0	-3
34	6	1	1.8	0.1	-1
35	-1	2	1.7	-0.3	-2
36	2	-2	-3.2	-0.3	-2

Remaining list, next part.
item	SMILES	DNMT1 block	Scp1 inh	MsrA inhibitor	CSN deneddyl inh	Rpn11 block
37	O=c1c2ccccc2nc(CSc2nnnn2-c2ccccc2)n1-c1cccc(C(F)(F)F)c1	7	3	1.1	0	i
38	COc1ccccc1NS(=O)(=O)c1cc(NC(=O)C2CCCC2)ccc1N1CCOCC1	-4	-6	-0.3	-3	i
39	Cc1c(C)c2ccc(OCC(=O)c3ccccc3)cc2oc1=O	11	40	1.9	3	i
40	Nc1nonc1-c1nc2ccccc2n1Cc1ccc(Cl)cc1	-3	0	-0.4	2	i
41	Cc1ccc(C)c(CN2C(=O)c3ccccc3S(=O)c3ccc(C(=O)NCCCN4CCCC4)cc32)c1 (stereo not drawn)	-10	-5	-0.3	-3	i
42	CCc1ccc(Oc2cc(Cl)nc(N)n2)cc1	3	-5	0.8	-6	i
43	COC(=O)c1sccc1NC(=O)CC1C(=O)NCCN1C(=O)c1ccc(C)c(C)c1 (stereo not drawn)	-6	-7	-0.2	5	i
44	C/C(=N/NC(=O)CNC(=O)c1ccccn1)c1ccc([N+](=O)[O-])cc1	2	-10	-0.2	-3	i
45	COc1ccc(-n2nc(C(=O)NCC(=O)NC3CCCCCC3)c3ccccc3c2=O)cc1OC	0	-5	-0.1	-2	i
46	CSCCC(C(=O)NCc1cccs1)N1C(=O)c2ccccc2C1=O (stereo not drawn)	-3	-3	-1.1	-2	i
47	O=C(Nc1ccc(S(=O)(=O)N2CCOCC2)cc1)c1cc(-c2ccccc2O)n[nH]1	-7	-11	-0.6	-1	i
48	COc1ccc(C2(C(=O)Nc3ccc(S(N)(=O)=O)cc3)CCCC2)cc1	-9	-3	1.9	-1	i

item	NadD block	SUMO1 PPI mod	LMPTP inh	Tb MetRS inh	STEP block
37	0	2	-1.4	-1.9	-6
38	-4	2	1.2	-0.8	3
39	1	7	11	-1.5	12
40	-2	1	4.0	-1.0	5
41	6	-13	3.1	0.0	-1
42	-3	5	1.7	-0.2	-4
43	-4	4	-0.1	-0.5	0
44	7	-24	0.0	0.4	2
45	-5	-11	0.3	-0.4	-2
46	2	-2	0.1	0.3	2
47	-4	7	2.5	0.1	-6
48	-7	-2	0.3	-1.1	-2

Later entries
item	SMILES	DNMT1 block	Scp1 inh	MsrA inhibitor	CSN deneddyl inh	Rpn11 block
49	COCCCNC(=O)CN1C(=O)COc2ccc(S(=O)(=O)N3CCOCC3)cc21	0	-9	0.5	-3	i
50	Cc1cc(N2CCCC2=O)cc(C)c1S(=O)(=O)Nc1c(C)nn(C)c1C	-4	-4	-0.4	-2	i
51	COc1ccc2c(c1)CCC/C2=N\NC(=O)c1ccoc1C	-1	-6	0.7	-2	i
52	COc1ccc(/C=C/C2=CC(C)(C)NC(=S)N2)c(OC)c1	-4	-2	3.2	-5	i
53	COc1cccc(C(=O)N(C)c2nnc(-c3ccncc3)s2)c1	0	-2	0.0	-3	i

item	NadD block	SUMO1 PPI mod	LMPTP inh	Tb MetRS inh	STEP block
49	1	0	-0.6	0.1	2
50	-6	-1	-0.8	-0.7	0
51	-2	-2	-1.9	-0.4	-3
52	4	-4	0.8	0.8	2
53	0	-2	-0.1	-0.2	2

Complete entries, quoted from the list.
COc1cccc(C(=O)N(C)c2nnc(-c3ccncc3)s2)c1 is listed with DNMT1 block: 0; Scp1 inh: -2; MsrA inhibitor: 0.0; CSN deneddyl inh: -3; Rpn11 block: i; NadD block: 0; SUMO1 PPI mod: -2; LMPTP inh: -0.1; Tb MetRS inh: -0.2; STEP block: 2
COc1ccc2c(c1)CCC/C2=N\NC(=O)c1ccoc1C is listed with DNMT1 block: -1; Scp1 inh: -6; MsrA inhibitor: 0.7; CSN deneddyl inh: -2; Rpn11 block: i; NadD block: -2; SUMO1 PPI mod: -2; LMPTP inh: -1.9; Tb MetRS inh: -0.4; STEP block: -3
